697 NFkB inh: inhibitors of PMA/ionomycin-induced NF-kB reporter, 697 cells, primary screen, B-cell NF-kB inhibitor project, cell-based, luminescence, uHTS; inhibition, % at 4 µM; AID 435022, 2010; 697 B-cell NF-kB luciferase reporter, 16 h; 0.33% of 330,000 active; in the data active = inhibition above about 35%
APJ antagonist: antagonists of human apelin receptor APJ, primary screen, CHO-K1 cells, beta-arrestin complementation, luminescence | 0.32% of 330,000 active | P35414 | inhibition, % at 20 µM;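 active = inhibition above about 40% at 20 µM, limit read from the data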;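 also: cells challenged with 10 nM apelin-13 agonist together with compound; plate controls were apelin-13 plus DMSO wells for no effect and DMSO wells lacking apelin-13 for full effect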
CXCR6 block: CXCR6 receptor inhibitors, primary screen, cell-based, beta-arrestin, luminescence, CHO-K1 PathHunter, 1536-well; C-X-C chemokine receptor type 6 (Homo sapiens), O00574; inhibition, % at 20 µM; 0.36% of 360,000 active; AID 602244, 2012; in the data active = inhibition above about 34%, passing the limit was not always enough;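 also: antagonist mode with CXCL16 agonist at 10 nM final; 0% = 10 nM CXCL16 with DMSO and 100% = unstimulated wells without agonist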
Target sequence (O00574 whole entry, looked up): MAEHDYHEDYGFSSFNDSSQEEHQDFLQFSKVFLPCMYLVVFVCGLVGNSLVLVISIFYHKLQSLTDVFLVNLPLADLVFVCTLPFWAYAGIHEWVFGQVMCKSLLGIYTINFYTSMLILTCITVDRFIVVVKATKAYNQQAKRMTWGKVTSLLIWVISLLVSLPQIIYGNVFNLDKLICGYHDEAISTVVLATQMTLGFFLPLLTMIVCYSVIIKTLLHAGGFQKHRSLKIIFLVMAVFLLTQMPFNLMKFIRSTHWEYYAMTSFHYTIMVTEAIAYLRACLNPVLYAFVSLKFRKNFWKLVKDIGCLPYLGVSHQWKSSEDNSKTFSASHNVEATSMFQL
Jurkat NFkB inh: inhibitors of induced NF-kB luciferase reporter, primary screen, TCR NF-kB activation inhibitor project, cell-based, luminescence, uHTS. Jurkat, PMA/ionomycin-induced NF-kB luciferase reporter. inhibition, % at 4 µM. 0.53% of 330,000 active; in the data active = inhibition above about 50%
EBI2 antag: EBI2 receptor antagonists, beta-arrestin recruitment, primary screen, cell-based, luminescence, 7a,25-OHC stimulation, uHTS | G-protein coupled receptor 183 (Homo sapiens), P32249 | 7a,25-OHC stimulated | inhibition, % at 5 µM | 0.81% of 360,000 active; in the data active = inhibition above about 38%;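 also: enzyme fragment complementation signal reports receptor beta-arrestin coupling in cells; 0% = agonist plus DMSO wells and 100% = wells without agonist; some results beyond the cut were filed as inactive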
Target sequence (P32249 whole entry, looked up, the tested form may be a part): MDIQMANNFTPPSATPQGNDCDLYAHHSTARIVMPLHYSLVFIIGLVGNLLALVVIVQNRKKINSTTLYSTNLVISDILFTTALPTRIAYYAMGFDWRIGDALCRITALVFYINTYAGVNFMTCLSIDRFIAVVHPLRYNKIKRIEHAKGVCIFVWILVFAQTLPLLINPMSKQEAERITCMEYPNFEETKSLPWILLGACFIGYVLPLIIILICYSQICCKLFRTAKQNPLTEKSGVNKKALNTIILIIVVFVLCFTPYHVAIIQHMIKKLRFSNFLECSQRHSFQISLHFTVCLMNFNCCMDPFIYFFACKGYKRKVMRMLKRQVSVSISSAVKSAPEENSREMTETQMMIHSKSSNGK
CCR6 antagonist: CCR6 receptor antagonists, primary screen, cell-based, CHO-K1, luminescence, beta-arrestin, uHTS | C-C chemokine receptor type 6 (Homo sapiens), P51684 | CHO-K1 CCR6 PathHunter beta-arrestin, CCL20-stimulated | inhibition, % at 20 µM | 0.49% of 340,000 active | AID 493098, 2011;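 active = compounds whose inhibition of the agonist-driven luminescence signal at 20 µM reaches about 50%, limit read from the data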;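 also: cells stimulated with CCL20 at 14 nM final; plate controls were DMSO with CCL20 for no effect and DMSO without agonist for full effect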
Target sequence (P51684 whole entry, looked up): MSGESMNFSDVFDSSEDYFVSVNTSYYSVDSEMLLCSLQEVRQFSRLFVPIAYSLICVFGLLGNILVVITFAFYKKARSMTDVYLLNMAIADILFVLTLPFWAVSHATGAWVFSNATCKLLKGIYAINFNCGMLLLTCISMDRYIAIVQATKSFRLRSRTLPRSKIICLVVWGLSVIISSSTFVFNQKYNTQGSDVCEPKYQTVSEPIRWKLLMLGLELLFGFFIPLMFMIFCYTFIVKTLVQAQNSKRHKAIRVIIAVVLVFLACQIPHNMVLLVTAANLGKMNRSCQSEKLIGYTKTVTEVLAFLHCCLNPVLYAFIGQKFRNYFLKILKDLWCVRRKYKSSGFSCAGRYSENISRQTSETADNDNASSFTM
UBC13 polyUb: UBC13 polyubiquitin chain formation inhibitors, primary screen, biochemical, TR-FRET, uHTS | Ubiquitin-conjugating enzyme E2 N (Homo sapiens), P61088 | inhibition, % at 20 µM | 0.47% of 330,000 active | AID 485273, 2010; in the data active = inhibition above about 45%, passing the limit was not always enough
Gli-Sufu antag: Gli-Sufu pathway antagonists, primary screen, luciferase luminescence, Sufu-KO-LIGHT cells, uHTS | Sufu-KO-LIGHT fibroblasts, Gli luciferase reporter luminescence | inhibition, % at 5 µM | 0.74% of 340,000 active;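 active = inhibition above about 55%, limit read from the data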;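 also: 0% = DMSO-treated cells and 100% = wells with medium but no cells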
The depositor's hits bear a star.

What do the screens show for `O=C(NCCc1nc2ccccc2[nH]1)/C(=C/c1ccco1)NC(=O)c1ccc(Br)cc1`?
697 NFkB inh: 4; APJ antagonist: 6; CXCR6 block: 6; Jurkat NFkB inh: -1; EBI2 antag: -15; CCR6 antagonist: 15; UBC13 polyUb: -11; Gli-Sufu antag: -4

How did Cc1csc(NC(=O)C2CC(=O)N(Cc3ccco3)C2)n1 (stereo unspecified) do in these assays?
697 NFkB inh: 13; APJ antagonist: 10; CXCR6 block: 0; Jurkat NFkB inh: 4; EBI2 antag: 2; CCR6 antagonist: 10; UBC13 polyUb: 1; Gli-Sufu antag: -1

Results for CC(OC(=O)CNC(=O)C1CCCCC1)C(=O)NCc1ccccc1 (stereo unspecified) ?
697 NFkB inh: -19; APJ antagonist: -2; CXCR6 block: 7; Jurkat NFkB inh: -8; EBI2 antag: 2; CCR6 antagonist: 13; UBC13 polyUb: -4; Gli-Sufu antag: -2

Results for Cc1ccc(NC2CC(=O)N(c3cccc([N+](=O)[O-])c3)C2=O)cc1 (stereo unspecified) ?
697 NFkB inh: -3; APJ antagonist: -2; CXCR6 block: -1; Jurkat NFkB inh: 5; EBI2 antag: 0; CCR6 antagonist: -1; UBC13 polyUb: -6; Gli-Sufu antag: -1

How did Cc1cc(=O)c2cccc(Br)c2[nH]1 do in these assays?
697 NFkB inh: 3; APJ antagonist: 9; CXCR6 block: -11; Jurkat NFkB inh: -11; EBI2 antag: -17; CCR6 antagonist: -15; UBC13 polyUb: -1; Gli-Sufu antag: -1

What do the screens show for `C/C(=N\NC(=O)Cn1c(-c2ccccn2)nc2ccccc21)c1ccccc1`?
697 NFkB inh: 3; APJ antagonist: 47*; CXCR6 block: 46*; Jurkat NFkB inh: -6; EBI2 antag: 8; CCR6 antagonist: 60*; UBC13 polyUb: 2; Gli-Sufu antag: 0

How did O=C(COC(=O)C1=COCCO1)Nc1cc(Cl)c(Cl)cc1Cl do in these assays?
697 NFkB inh: -31; APJ antagonist: 2; CXCR6 block: -3; Jurkat NFkB inh: -21; EBI2 antag: -2; CCR6 antagonist: 13; UBC13 polyUb: -10; Gli-Sufu antag: -15

How did CCOC(=O)C(=CNc1ccc(S(N)(=O)=O)cc1)C(=O)OCC do in these assays?
697 NFkB inh: 22; APJ antagonist: 0; CXCR6 block: 8; Jurkat NFkB inh: 7; EBI2 antag: 3; CCR6 antagonist: 15; UBC13 polyUb: 8; Gli-Sufu antag: -4

Results for Cc1nn(C(C)C(=O)NCCCc2ccccc2)c(=O)c2cc3occc3n12 (stereo unspecified) ?
697 NFkB inh: -3; APJ antagonist: 13; CXCR6 block: 11; Jurkat NFkB inh: -5; EBI2 antag: -5; CCR6 antagonist: 4; UBC13 polyUb: -2; Gli-Sufu antag: 8

How did O=C(OCc1cc(=O)n2cc(Br)ccc2n1)c1ccc(Cl)c(S(=O)(=O)NCc2ccccc2)c1 do in these assays?
697 NFkB inh: -4; APJ antagonist: -8; CXCR6 block: -2; Jurkat NFkB inh: 44; EBI2 antag: 16; CCR6 antagonist: 7; UBC13 polyUb: -17; Gli-Sufu antag: -3

How did Cc1ccc(C(=O)NC(C)C2CC3CCC2C3)c(C)c1 (stereo unspecified) do in these assays?
697 NFkB inh: -23; APJ antagonist: 9; CXCR6 block: -6; Jurkat NFkB inh: -25; EBI2 antag: 2; CCR6 antagonist: 10; UBC13 polyUb: 7; Gli-Sufu antag: -36

What do the screens show for `O=C(Oc1ccc(N(Cc2cccs2)C2=NS(=O)(=O)c3ccccc32)cc1)c1ccc(Cl)cc1`?
697 NFkB inh: -1; APJ antagonist: -2; CXCR6 block: 2; Jurkat NFkB inh: -8; EBI2 antag: 11; CCR6 antagonist: 5; UBC13 polyUb: -9; Gli-Sufu antag: 5

What do the screens show for `Cc1cccc(OCCC(=O)OCC(=O)Nc2c(C)nn(-c3ccccc3)c2C)c1`?
697 NFkB inh: 18; APJ antagonist: 11; CXCR6 block: -6; Jurkat NFkB inh: 2; EBI2 antag: -3; CCR6 antagonist: 18; UBC13 polyUb: 6; Gli-Sufu antag: -2

Results for Cc1cc(C)n(-c2ccc(C(=O)Nc3cccc([N+](=O)[O-])c3)cc2)n1 ?
697 NFkB inh: 10; APJ antagonist: -7; CXCR6 block: -1; Jurkat NFkB inh: -5; EBI2 antag: 15; CCR6 antagonist: 2; UBC13 polyUb: 2; Gli-Sufu antag: 14

Results for COc1ccc(/C=C/C(=O)c2cc3c(cc2N)OCO3)cc1 ?
697 NFkB inh: -50; APJ antagonist: 21; CXCR6 block: 12; Jurkat NFkB inh: -38; EBI2 antag: 63*; CCR6 antagonist: 27; UBC13 polyUb: -67; Gli-Sufu antag: -13

What do the screens show for `CCOC(=O)C1CCN(Cc2cc(=O)oc3c(C)c(C)ccc23)CC1`?
697 NFkB inh: -4; APJ antagonist: 14; CXCR6 block: -4; Jurkat NFkB inh: 10; EBI2 antag: -6; CCR6 antagonist: 17; UBC13 polyUb: -1; Gli-Sufu antag: 6

What do the screens show for `Cc1ccc(/C(O)=C2/C(=O)C(=O)N(CCN3CCOCC3)C2c2cccnc2)cc1` (stereo unspecified)?
697 NFkB inh: -8; APJ antagonist: -2; CXCR6 block: -8; Jurkat NFkB inh: -1; EBI2 antag: -8; CCR6 antagonist: 5; UBC13 polyUb: 1; Gli-Sufu antag: 0

How did O=S(=O)(NCC1(N2CCOCC2)CCCCC1)c1ccc(F)cc1 do in these assays?
697 NFkB inh: 14; APJ antagonist: 2; CXCR6 block: 1; Jurkat NFkB inh: 4; EBI2 antag: 5; CCR6 antagonist: 3; UBC13 polyUb: 3; Gli-Sufu antag: -1

Results for CCOC(=O)c1nnn(-c2nonc2N)c1-c1ccc(OCC)cc1 ?
697 NFkB inh: 18; APJ antagonist: 2; CXCR6 block: -2; Jurkat NFkB inh: -1; EBI2 antag: -1; CCR6 antagonist: -14; UBC13 polyUb: 3; Gli-Sufu antag: 4

Results for O=C(CCCc1ccccc1)Nc1ccnn1C1CCN(Cc2ccccc2)CC1 ?
697 NFkB inh: 6; APJ antagonist: 2; CXCR6 block: -1; Jurkat NFkB inh: -2; EBI2 antag: 16; CCR6 antagonist: 7; UBC13 polyUb: 6; Gli-Sufu antag: 27

What do the screens show for `CCOc1ccc(N2C(=O)CC(N3CCOCC3)C2=O)cc1` (stereo unspecified)?
697 NFkB inh: 0; APJ antagonist: -1; CXCR6 block: -2; Jurkat NFkB inh: -18; EBI2 antag: -9; CCR6 antagonist: 5; UBC13 polyUb: 2; Gli-Sufu antag: -5

What do the screens show for `CC(C)(CC(=O)O)CC(=O)NNc1ncccc1C#N`?
697 NFkB inh: 5; APJ antagonist: -7; CXCR6 block: -10; Jurkat NFkB inh: -13; EBI2 antag: -1; CCR6 antagonist: -2; UBC13 polyUb: -4; Gli-Sufu antag: 8

How did COc1ccc(CC(=O)OCC(=O)N2CCN(S(=O)(=O)c3ccc(C)cc3C)CC2)cc1 do in these assays?
697 NFkB inh: 8; APJ antagonist: 10; CXCR6 block: 5; Jurkat NFkB inh: 9; EBI2 antag: -13; CCR6 antagonist: 3; UBC13 polyUb: 8; Gli-Sufu antag: -3

How did Cc1ccc(OCC(=O)N2CCN(C(=O)c3cccnc3)CC2)cc1 do in these assays?
697 NFkB inh: 19; APJ antagonist: -4; CXCR6 block: 4; Jurkat NFkB inh: 17; EBI2 antag: 50*; CCR6 antagonist: -4; UBC13 polyUb: 5; Gli-Sufu antag: 13

Results for CCOC(=O)COc1nc(-c2ccc(Cl)cc2)cc(-c2ccco2)c1C#N ?
697 NFkB inh: -10; APJ antagonist: 0; CXCR6 block: -7; Jurkat NFkB inh: 3; EBI2 antag: 4; CCR6 antagonist: 9; UBC13 polyUb: -10; Gli-Sufu antag: -11

How did COc1cc(O)c(C(C)=O)c(CC(=O)O)c1 do in these assays?
697 NFkB inh: 5; APJ antagonist: -9; CXCR6 block: -2; Jurkat NFkB inh: 17; EBI2 antag: -8; CCR6 antagonist: -10; UBC13 polyUb: -1; Gli-Sufu antag: -3

What do the screens show for `O=[N+]([O-])c1cccc(C(=Nc2ccc(Cl)cc2)NO)c1`?
697 NFkB inh: 14; APJ antagonist: 0; CXCR6 block: -2; Jurkat NFkB inh: -2; EBI2 antag: 6; CCR6 antagonist: 12; UBC13 polyUb: 8; Gli-Sufu antag: 7

Results for COc1ccc(CCN(C)C(=O)CSc2nnnn2C)cc1OC ?
697 NFkB inh: 21; APJ antagonist: 3; CXCR6 block: -13; Jurkat NFkB inh: 1; EBI2 antag: -4; CCR6 antagonist: -2; UBC13 polyUb: 6; Gli-Sufu antag: -3

Results for CSc1ccc(/C=N/Nc2ccc(Cl)c(C(=O)O)c2)cc1 ?
697 NFkB inh: -370; APJ antagonist: 0; CXCR6 block: -4; Jurkat NFkB inh: -114; EBI2 antag: -4; CCR6 antagonist: 4; UBC13 polyUb: -19; Gli-Sufu antag: -197

How did O=C(NCC(=O)N1CCOCC1)c1ccccc1 do in these assays?
697 NFkB inh: -4; APJ antagonist: -14; CXCR6 block: -4; Jurkat NFkB inh: -9; EBI2 antag: -8; CCR6 antagonist: 3; UBC13 polyUb: 2; Gli-Sufu antag: 0

Results for O=C1NC(=O)N2CCSC2(Cc2ccccc2)N1 (stereo unspecified) ?
CXCR6 block: 10; EBI2 antag: 12; CCR6 antagonist: -5; Gli-Sufu antag: -8

What do the screens show for `O=C1CCN(CCc2ccccc2)CCN1[C@H](CSc1ccc(Br)cc1)c1ccccc1`?
697 NFkB inh: -3; APJ antagonist: 10; CXCR6 block: 27; Jurkat NFkB inh: -9; EBI2 antag: 21; CCR6 antagonist: 15; UBC13 polyUb: 9; Gli-Sufu antag: 6

What do the screens show for `S=C1NNC2(NN1)C1CC3CC(C1)CC2C3`?
697 NFkB inh: 4; APJ antagonist: 2; CXCR6 block: 11; Jurkat NFkB inh: -13; EBI2 antag: -1; CCR6 antagonist: 26; UBC13 polyUb: 2; Gli-Sufu antag: 0

What do the screens show for `CC(c1ccccc1)c1nnc(N)s1` (stereo unspecified)?
697 NFkB inh: 16; APJ antagonist: -1; CXCR6 block: -2; Jurkat NFkB inh: 8; EBI2 antag: -5; CCR6 antagonist: -6; UBC13 polyUb: 9; Gli-Sufu antag: -7

How did COc1cccc(C2=NOC(C(=O)N3CCN(C(=O)c4ccco4)CC3)C2)c1 (stereo unspecified) do in these assays?
697 NFkB inh: 4; APJ antagonist: 0; CXCR6 block: -4; Jurkat NFkB inh: 7; EBI2 antag: -9; CCR6 antagonist: 1; UBC13 polyUb: -4; Gli-Sufu antag: 6

How did O=C(CN(C(=O)c1csnn1)c1ccccc1C(F)(F)F)NCc1ccccc1 do in these assays?
697 NFkB inh: -10; APJ antagonist: 11; CXCR6 block: 2; Jurkat NFkB inh: 12; EBI2 antag: -15; CCR6 antagonist: 9; UBC13 polyUb: 2; Gli-Sufu antag: -13

How did Cc1ccc(CN(C)C(=O)CC2C(=O)NCCN2CC2CCCCC2)cc1 (stereo unspecified) do in these assays?
697 NFkB inh: 15; APJ antagonist: 11; CXCR6 block: -12; Jurkat NFkB inh: 7; EBI2 antag: -6; CCR6 antagonist: 5; UBC13 polyUb: 1; Gli-Sufu antag: -6

In the list so far, these have an NH in an aromatic ring.
What do the screens show for `O=C(NCCc1nc2ccccc2[nH]1)/C(=C/c1ccco1)NC(=O)c1ccc(Br)cc1`?
697 NFkB inh: 4; APJ antagonist: 6; CXCR6 block: 6; Jurkat NFkB inh: -1; EBI2 antag: -15; CCR6 antagonist: 15; UBC13 polyUb: -11; Gli-Sufu antag: -4

How did Cc1cc(=O)c2cccc(Br)c2[nH]1 do in these assays?
697 NFkB inh: 3; APJ antagonist: 9; CXCR6 block: -11; Jurkat NFkB inh: -11; EBI2 antag: -17; CCR6 antagonist: -15; UBC13 polyUb: -1; Gli-Sufu antag: -1
